Screening results: PubChem, several laboratories
CatB inh – blocks human cathepsin B protease activity | purified cathepsin B, fluorogenic substrate, fluorescence | actives 0.1% (n = 63,000) | inhibition, %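 (tested at 10 µM)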 | P07858; in the data active = inhibition above about 21%;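 note: 0% = enzyme with no compound and 100% = no enzyme blank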
CatB mix inh – human cathepsin B inhibition by mixtures; P07858; Purified cathepsin B, AMC dipeptide fluorescence, compound mixtures; inhibition, %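 (ten-compound pools at 5 µM per compound and 50 µM total)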; actives 0.06% (n = 62,000); AID 488; in the data active = inhibition above about 22%, passing the limit was not always enough;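 note: 0% = enzyme without compound and 100% = no enzyme blank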
Her2 expr inh – Her2 kinase expression inhibition; P04626; SKBR-3 HER2 protein level, AlphaScreen, 18-24 h; stronger effect = lower value; HER2 level % of control, % at 10 µM; actives 0.69% (n = 65,000);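 active = HER2 level under 5% of the carrier-only control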;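 note: 100% = DMSO carrier and 0% = 500 nM PU-H71 HSP90 inhibitor; lower value means stronger loss of Her2 protein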
PKA kinase inh – blocks human protein kinase A activity; P17612; PKA Kemptide phosphorylation, Kinase-Glo ATP luminescence; inhibition, % at 6 µM; actives 0.1% (n = 65,000);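 active = inhibition above the screen-wide mean inhibition plus 3 SD, cut at about 21% in these data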; note: many of its hits are not listed in these tables
CatL inh – blocks human cathepsin L protease activity; P07711; purified cathepsin L, fluorogenic substrate, fluorescence; inhibition, %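 (tested at 10 µM)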; actives 0.17% (n = 58,000); AID 460; in the data active = inhibition above about 45%;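 note: 0% = enzyme with no compound and 100% = no enzyme blank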
Target sequence (P07711 114-288 limits assumed): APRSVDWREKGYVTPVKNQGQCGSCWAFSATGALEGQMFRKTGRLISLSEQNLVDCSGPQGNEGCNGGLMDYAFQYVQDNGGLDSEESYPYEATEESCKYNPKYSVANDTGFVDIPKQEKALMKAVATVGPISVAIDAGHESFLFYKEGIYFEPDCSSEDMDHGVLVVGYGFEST
Target sequence (P07711 292-333 limits assumed): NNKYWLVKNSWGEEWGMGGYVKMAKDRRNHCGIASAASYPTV
Cathepsin G inh – inhibitors of human cathepsin G; actives 0.2% (n = 62,000); inhibition, % at 5 µM (by protocol); P08311; purified enzyme, AMC-tetrapeptide fluorescence, pooled mixtures;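 active = inhibition above 20% in each of the two mixture wells holding the compound; inactive = inhibition of 20% or less in either well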;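 note: 0% = enzyme control without mixture and 100% = blank lacking enzyme; strong numbers were not always called active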
Target sequence (P08311 21-244 limits assumed): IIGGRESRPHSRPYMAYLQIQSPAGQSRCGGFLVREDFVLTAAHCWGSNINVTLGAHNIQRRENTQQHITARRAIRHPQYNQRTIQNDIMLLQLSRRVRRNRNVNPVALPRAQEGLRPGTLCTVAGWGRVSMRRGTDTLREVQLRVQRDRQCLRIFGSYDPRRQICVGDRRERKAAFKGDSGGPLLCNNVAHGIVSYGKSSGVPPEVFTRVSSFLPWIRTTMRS
C1s inh – human complement C1s inhibition; P09871; purified C1s, fluorogenic AMC substrate, pooled mixtures; mean inhibition % of two 10-compound mixtures (stronger effect = higher value), % at 5 µM (by protocol); actives 0.16% (n = 62,000); AID 538;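 active = inhibition above 20% in each of the two 10-compound mixture wells holding the compound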;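 note: 0% = enzyme wells lacking compound mixture and 100% = no-enzyme blank wells; some compounds called inactive have numbers as strong as hits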
CatS block – inhibitors of human cathepsin S; inhibition, %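 (tested at 5 µM per compound within 10-compound mixtures)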; recombinant cathepsin S, AMC dipeptide fluorescence, pooled mixtures; P25774; actives 0.06% (n = 62,000); in the data active = inhibition above about 32%, passing the limit was not always enough;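 note: 0% = enzyme without compound and 100% = blank without enzyme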
Target sequence (P25774 115-331 limits assumed): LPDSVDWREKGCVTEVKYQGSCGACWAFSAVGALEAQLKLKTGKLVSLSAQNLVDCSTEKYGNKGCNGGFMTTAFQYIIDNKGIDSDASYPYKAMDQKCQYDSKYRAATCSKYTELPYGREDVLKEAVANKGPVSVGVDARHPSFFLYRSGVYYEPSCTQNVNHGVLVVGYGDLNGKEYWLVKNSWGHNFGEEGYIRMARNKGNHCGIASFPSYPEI
ROCK2 blocker – inhibitors of human Rho kinase 2. O75116. purified ROCK2, Kinase-Glo ATP depletion luminescence. inhibition, % at 6 µM. actives 0.35% (n = 60,000);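 active = inhibition above the screen-wide mean inhibition plus 3 SD, cut at about 18% in these data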;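 note: plate controls were DMSO wells for no effect and Y-27632 control wells after no-enzyme background subtraction for full effect; many of its hits are not listed in these tables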
* hit, by the source's call; · = no result given. The list is partial, so the mix of outcomes need not match the whole.

Preview (2 entries):
SMILES	CatB inh	CatB mix inh	Her2 expr inh	PKA kinase inh	CatL inh	Cathepsin G inh	C1s inh	CatS block	ROCK2 blocker
O=C1NCCN1C(=O)c1ccco1	4	4	116	8	-3	7	0	-5	5
COc1ccc(Oc2coc3cc(OC(=O)N4CCOCC4)ccc3c2=O)cc1	2	3	114	10	0	8	5	-1	7

All compounds of this part, from the start:
SMILES	CatB inh	CatB mix inh	Her2 expr inh	PKA kinase inh	CatL inh	Cathepsin G inh	C1s inh	CatS block	ROCK2 blocker
O=C1NCCN1C(=O)c1ccco1	4	4	116	8	-3	7	0	-5	5
COc1ccc(Oc2coc3cc(OC(=O)N4CCOCC4)ccc3c2=O)cc1	2	3	114	10	0	8	5	-1	7
CCOC(=O)Cc1nnc(NC(=O)c2ccccc2OCC)s1	2	-9	170	·	0	45	27	-4	·
Cn1cccc1C(=S)N=P(C1CCCCC1)(N1CCOCC1)N1CCOCC1	2	5	124	2	8	11	13	1	1
Cc1cc(C)nc(N2CCCC(C(=O)NCCC3=CCCCC3)C2)n1 (stereo not given)	3	-7	100	9	0	26	-14	-5	3
Cc1ccc(NC(=O)C2CCCN(S(=O)(=O)c3cnc[nH]3)C2)cc1C (stereo not given)	5	7	89	2	8	15	11	18	4
C=Cn1c(N2CCOCC2)nc2c1c(=O)[nH]c(=O)n2C	2	9	121	0	0	5	8	1	0
COc1ccc(Oc2ncnc3c2ncn3Cc2ccccc2)cc1	7	0	102	9	23	0	-87	-2	4
Cc1cc(N2CCC3(CC2)OCCO3)n2nc(C)c(-c3ccc(Cl)cc3)c2n1	-1	3	-19*	0	0	-1	0	7	·
COc1ccccc1-c1nnc(NC(C)=O)s1	7	2	90	2	6	-4	-6	16	-1
Cc1cccc(C(C)(C)C)c1OCCn1ccnc1	1	2	94	3	-10	-3	-6	-3	0
CC(C)(C)Nc1nc(NC(C)(C)C)nc(-n2ccnc2)n1	3	6	93	3	-5	9	-3	-6	0
Cc1csc(SCC(=O)Nc2nc3ccccc3s2)n1	0	3	100	-1	1	11	15	-3	-4
Cc1nn(-c2ccccc2)c2c1/C(=N/O)CC(C)(C)C2	2	5	115	5	23	11	15	-20	3
O=C(Cc1nc(-c2ccc(Br)s2)cs1)NCCN1CCOCC1	4	3	107	2	0	6	-29	0	4

An excerpt of these results, in CSV form:
canonical_smiles,CatB inh,CatB mix inh,Her2 expr inh,PKA kinase inh,CatL inh,Cathepsin G inh,C1s inh,CatS block,ROCK2 blocker
COc1ccc(Oc2coc3cc(OC(=O)N4CCOCC4)ccc3c2=O)cc1,2,3,114,10,0,8,5,-1,7
CCOC(=O)Cc1nnc(NC(=O)c2ccccc2OCC)s1,2,-9,170,·,0,45,27,-4,·
Cn1cccc1C(=S)N=P(C1CCCCC1)(N1CCOCC1)N1CCOCC1,2,5,124,2,8,11,13,1,1
Cc1cc(C)nc(N2CCCC(C(=O)NCCC3=CCCCC3)C2)n1 (stereo not given),3,-7,100,9,0,26,-14,-5,3
Cc1ccc(NC(=O)C2CCCN(S(=O)(=O)c3cnc[nH]3)C2)cc1C (stereo not given),5,7,89,2,8,15,11,18,4
C=Cn1c(N2CCOCC2)nc2c1c(=O)[nH]c(=O)n2C,2,9,121,0,0,5,8,1,0
COc1ccc(Oc2ncnc3c2ncn3Cc2ccccc2)cc1,7,0,102,9,23,0,-87,-2,4
Cc1cc(N2CCC3(CC2)OCCO3)n2nc(C)c(-c3ccc(Cl)cc3)c2n1,-1,3,-19*,0,0,-1,0,7,·
COc1ccccc1-c1nnc(NC(C)=O)s1,7,2,90,2,6,-4,-6,16,-1
Cc1cccc(C(C)(C)C)c1OCCn1ccnc1,1,2,94,3,-10,-3,-6,-3,0
CC(C)(C)Nc1nc(NC(C)(C)C)nc(-n2ccnc2)n1,3,6,93,3,-5,9,-3,-6,0
Cc1csc(SCC(=O)Nc2nc3ccccc3s2)n1,0,3,100,-1,1,11,15,-3,-4
Cc1nn(-c2ccccc2)c2c1/C(=N/O)CC(C)(C)C2,2,5,115,5,23,11,15,-20,3
O=C(Cc1nc(-c2ccc(Br)s2)cs1)NCCN1CCOCC1,4,3,107,2,0,6,-29,0,4

The list continues:
SMILES	CatB inh	CatB mix inh	Her2 expr inh	PKA kinase inh	CatL inh	Cathepsin G inh	C1s inh	CatS block	ROCK2 blocker
Cc1c(NC(=O)C(C)N2C(=O)c3ccccc3C2=O)c(=O)n(-c2ccccc2)n1C (stereo not given)	3	2	174	11	11	9	3	17	5
O=C(CCCNS(=O)(=O)c1cccc2nsnc12)NCc1ccccc1	-6	3	85	10	-7	-1	1	-13	4
C=CCn1c(COc2ccc(CC)cc2)nnc1SC/C(O)=C(\C#N)c1nc2ccccc2[nH]1	1	-3	70	6	5	-27	-52	-5	·
CCN(CC)C(=O)CSc1nc2ccccc2c(=O)n1CC1CCCCC1	5	·	97	5	18	·	·	·	10
O=C(COc1ccc(Cl)cc1)NCc1nnc(SCC(=O)NCCc2ccccc2)o1	1	26	86	-5	-8	-1	0	1	-7
O=C(NC(c1ccccc1)c1ccccc1)C1CCCN(S(=O)(=O)c2cnc[nH]2)C1 (stereo not given)	5	4	108	-6	·	8	4	-2	0
CC(=O)Nc1nonc1NC(C)=O	1	1	89	-8	34	1	7	3	-8
CC(C)Sc1nc2c(cnn2-c2ccccc2)c(=O)[nH]1	8	3	104	4	17	-7	-42	16	-4
O=S(=O)(NCCc1ccncc1)c1cc(Br)ccc1F	-2	1	114	10	8	3	4	10	4
CS(=O)(=O)N1CCN(c2ccccc2NC(=O)c2cccs2)CC1	-3	-6	105	8	-6	-3	-17	-7	6
C=CCn1c(=N)c(C(=O)OC)cc2c(=O)n3cccc(C)c3nc21	-5	-2	101	-4	-38	-6	-37	8	-3
CCOc1ccccc1N1CCN(CC(=O)Nc2nnc(CC)s2)CC1	3	17	100	2	·	8	1	8	3
Cc1ccc2[nH]c(=O)c(C(c3nnnn3C3CCCC3)N(Cc3cccnc3)Cc3ccco3)cc2c1 (stereo not given)	3	4	89	10	8	7	-14	-9	11
CCC(C)c1ccc(O)c(NC(=O)c2cccnc2)c1 (stereo not given)	5	5	69	10	2	-18	-22	11	1
Cc1c(Cl)cccc1N1C(=O)CC(N(O)c2ccccc2)C1=O (stereo not given)	0	2	115	5	-1	11	16	-29	7
Cn1cc(S(=O)(=O)CC(=O)N2CCCc3ccccc32)c2ccccc21	-1	4	·	-4	-9	9	7	2	-2
CC(C)c1nc2oc3c(N4CCN(C)CC4)ncnc3c2c2c1CCC2	2	3	90	2	11	12	12	13	4
CCn1c(NC2CCCCC2)nc2ccccc21	4	2	83	8	9	12	19	9	10
CCCCn1nnc(NC(=O)c2sc3cc(Cl)ccc3c2Cl)n1	-2	-2	99	-6	-8	-5	-5	-4	-7
CCN(CCCNC(=O)C1CCN(S(=O)(=O)c2cccc3nonc23)CC1)Cc1ccccc1	-4	3	90	13	8	2	-10	-10	·
C=CCn1cc(C(=O)NCCCOCC)c(=O)c2cc(S(=O)(=O)N(CC)CC)ccc21	3	-3	107	7	-2	-8	-21	1	2
O=C(c1ccncc1)N(Cc1cc2ccccc2[nH]c1=O)C1CCCCC1	-1	-1	41	-2	-11	5	2	-3	-3
COc1ccc(N2C(=O)CC(N3CCN(c4ccc(S(=O)(=O)N5CCCC5)cc4)CC3)C2=O)cc1 (stereo not given)	-5	1	·	11	-1	-5	0	-1	6
CCN(CC)S(=O)(=O)c1ccc2c(c1)nc(SCC(=O)NC1CC1)n2-c1ccccc1OC	0	-1	99	14	6	-1	-12	1	4
COc1ccc(C)cc1S(=O)(=O)N1CCCCC1	1	1	108	9	6	3	5	6	9
Cn1nnc(-c2ccc(OCc3ccccc3F)cc2)n1	-1	-1	94	-5	27	-2	0	14	-5
O=C(CN1CCN(c2ccccn2)CC1)NC1CCCC1	3	4	98	6	16	9	11	15	3
CCCN(Cc1cc2cccc(C)c2[nH]c1=O)C(=O)c1cccc(OC)c1	0	9	85	4	-5	5	4	-1	4
COc1ccc(S(=O)(=O)N2CCN(c3ccccc3OC)CC2)cc1OC	4	4	97	8	-4	10	11	0	7
COc1ccc(NC2=NC3(CCCCC3)N=C(N)N2)cc1	-1	2	71	9	1	9	9	-3	6
Cc1ccc2[nH]c3c(c2c1)CN(C(=O)CN1CCCc2ccccc21)CC3	5	·	62	4	43	·	·	·	2
O=C(Oc1ccccc1)c1ccc2nccnc2c1	8	6	111	19	13	-11	-7	17	-1
COc1cc(N=c2ssnc2Cl)cc(OC)c1	5	3	109	4	4	0	2	7	1
O=C(COC(=O)c1ccc(NS(=O)(=O)c2ccc3c(c2)OCCO3)cc1)NCC1CCCO1 (stereo not given)	2	-2	102	8	11	3	-28	-8	6
O=C(CSc1nnc(-c2ccc(Br)cc2)o1)N1CCN(C(=O)c2ccco2)CC1	4	2	80	-2	4	9	14	-3	0
CCN(CC)C(=O)COc1ccc2oc(C)c(C(=O)OC)c2c1	0	6	96	1	-4	9	-25	1	1
COc1ccc2c(c1)CCc1c(C(=O)N3CCCc4ccccc43)noc1-2	5	5	67	9	1	19	15	22	4
NS(=O)(=O)c1ccc(NC(=O)CCc2ccccc2)cc1	4	0	101	6	-16	4	-6	-5	3
CCOc1ccccc1NC(=O)N1CCC(NC(=O)c2ccccc2C)CC1	-3	6	90	1	·	-1	-33	3	·
COc1ccc(-c2cc(-c3ccccc3O)[nH]n2)cc1OC	·	0	121	11	·	5	-7	-1	12
CC(=O)OC(C(=O)NCCc1ccccc1)c1cccnc1 (stereo not given)	3	1	127	8	9	7	1	9	5
Cc1cc(NC(=O)CN2C(=O)C3CC=CCC3C2=O)no1 (stereo not given)	4	-1	62	11	3	9	12	1	6
CCn1c(Cc2ccccc2)nnc1SCC(=O)OC(C)C	1	8	79	10	-5	1	5	0	0
CCOC(=O)C(NC(C)=O)(Nc1ccc(F)cc1)C(F)(F)F (stereo not given)	0	2	166	8	5	7	9	-6	7
O=C(CCCC(=O)N(CC(=O)NC1CCCC1)Cc1ccccc1)Nc1ccccn1	1	-1	80	4	5	8	-3	4	-1
CC1(C)CC(=O)c2cc(OCC(=O)NCCCN3CCN(c4ccccc4F)CC3)ccc2O1	5	3	81	-2	-52	8	8	0	-2
CCOC(=O)C1CCN(c2nc(-c3ccccc3)nc3c2oc2ccccc23)CC1	2	4	77	-3	-3	15	14	9	-1
COC(=O)CSC1=C(C#N)C(c2ccc(Cl)cc2)C(C(=O)OC)C(=O)N1 (stereo not given)	4	1	113	-6	-9	-6	-10	-4	-7
CCOC(=O)C1=C(C)NC(=O)NC1c1c(C)nn(-c2ccccc2)c1Cl (stereo not given)	5	4	84	11	17	11	42	7	4
Cc1c(C(=O)N2CCN(S(C)(=O)=O)CC2)oc2ccccc12	4	5	74	8	4	9	-4	-3	10
CCCc1[nH]nc2c1C(c1ccc(OC)cc1OC)C(C#N)=C(N)O2 (stereo not given)	-1	1	111	7	6	8	13	5	-1
